TSG101-PTAP inh – qHTS Assay for Iinhibitors of HIV-1 Budding by Blocking the Interaction of PTAP/TSG101; Tumor susceptibility gene 101 protein (Homo sapiens), Q99816; Fluorescence polarization, FITC-PTAP peptide / Tsg101 binding; Potency, µM (doses to about 115 µM), for inactives: at the highest dose activity change, negative = inhibition, actives largely listed as inhibitors; 340,000 tested, under 10 active; active = well fitted inhibition curve with a large enough effect in the main read-out, with a control signal flat, not every such curve was filed as active; inconclusive = small, poorly fitted or top-dose-only effect, or effect the other way, or a change in a side signal; inactive = no such curve, though single readings can be large or run the other way; note: potency is the fitted concentration of half-maximal effect; % of control where 0% means no effect
Target sequence (Q99816 whole entry, looked up): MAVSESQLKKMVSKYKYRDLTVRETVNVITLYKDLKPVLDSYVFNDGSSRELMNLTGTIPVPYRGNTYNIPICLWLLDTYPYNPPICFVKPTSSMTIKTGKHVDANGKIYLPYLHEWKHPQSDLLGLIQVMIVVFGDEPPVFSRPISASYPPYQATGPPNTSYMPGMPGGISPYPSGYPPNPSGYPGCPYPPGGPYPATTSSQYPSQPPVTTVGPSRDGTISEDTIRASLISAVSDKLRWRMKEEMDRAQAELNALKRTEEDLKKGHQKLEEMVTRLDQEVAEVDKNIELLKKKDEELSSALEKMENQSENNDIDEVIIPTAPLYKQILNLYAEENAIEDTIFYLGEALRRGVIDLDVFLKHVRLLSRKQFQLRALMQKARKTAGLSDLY
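FP read-out: FITC-PTAP peptide, 50 nM final, binding Tsg101 binding domain, 10 uM final; 20 min, r.t.; 10 mM HEPES pH 7.5, 0.15 M NaCl, 0.01% Tween 20, 3 mM EDTA, 0.1 mM TCEP.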
TRPV1 agonist – HTS Assay for Compounds that Act as Agonists of the Vanilloid Receptor 1 | hit rate 0.19% among 320,000 | TRPV1-expressing cells, Fluo-8 calcium influx, agonist mode | activation, % at 8.33 µM | Transient receptor potential cation channel subfamily V member 1 (Homo sapiens), Q8NER1 | AID 540275, 2011; in the data active = activation above about 80%; inconclusive = between about 30% and that limit; note: 0% is about no effect
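Cells expressing TRPV1 were dye-loaded with Fluo-8 and read kinetically: 10 s baseline, 3 min after compound (agonist portion), then 2 min after EC20 capsaicin (allosteric enhancer portion). Calcium-bound dye fluorescence at 480/520 nm.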
a7 integrin act – qHTS for Activators of Integrin-Mediated Alleviation for Muscular Dystrophy. alpha7betagal myoblasts, beta-gal FDG fluorescence, 48 h. hit rate 0.064% among 350,000. Potency, µM (titrated, usually from 38.3 µM), without a hit: top-dose activation, hits mostly activators;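 note: potency is the fitted concentration of half-maximal effect; 100% = response of the positive control SU9516; nearly all actives have a fitted effect of over 60% in size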
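Alpha7betagal+/- myoblasts (passage 13) were plated 16-24 hr, then exposed to compounds (1:260 dilution of DMSO stock) for 48 hours at 37C. After MPER lysis, β-galactosidase reporter activity was read as FDG fluorescence (ex 480/em 540) after 30 minutes.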
uPA surface inh – qHTS for Inhibitors of Cell Surface uPA Generation; hit rate 0.31% among 330,000; Potency, µM (doses to about 38.3 µM), without a hit: top-dose activity change, negative = inhibition, actives largely listed as inhibitors; AID 540303, 2011; cell surface uPA generation assay, qHTS; active = well fitted inhibition curve with a large enough effect; inconclusive = small, poorly fitted or top-dose-only effect; inactive = no such curve, though single readings can be large or run the other way; tested in mouse RAW 264.7 cells; note: potency is the fitted concentration of half-maximal effect; % is set by controls: 0 for no effect and ±100 for the full control effect; nearly all actives have a fitted effect of over 55% in size
B2AR arrestin – qHTS assay of beta-arrestin-biased ligands of beta2-adrenergic receptor; Potency, µM (titrated, usually from 46.1 µM), for inactives: at the top dose activation, usual class: activators; beta-arrestin recruitment to beta2AR, cell-based reporter; AID 492947, 2010; hit rate 0.02% among 330,000; Beta-2 adrenergic receptor (Homo sapiens), P07550;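 note: potency is the fitted concentration of half-maximal effect; 0% = DMSO controls and full agonism = EC100 isoproterenol or metaproterenol; nearly all actives have a fitted effect of over 65% in size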
BRCA1 expr act – qHTS Assay to Identify Small Molecule Activators of BRCA1 Expression; MCF7-BRCA1-FFLuc reporter, luminescence, 48 h; response scale: scaled: vehicle 0%, 10 µM genistein 100%; Potency, µM (titrated, usually from 46.1 µM), for the others: at the top dose activation, usual class: activators; hit rate 1.1% among 380,000; note: potency is the fitted concentration of half-maximal effect; nearly all actives have a fitted effect of over 80% in size; some results filed as inactive show a strong effect at the top dose
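Luminescence from a BRCA1-driven firefly luciferase in MCF7 cells was read after 48 h compound exposure at 37 C. Data normalized against DMSO and a 10microM genistein activation control, then curve-fitted across the titration.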
p53 reactivation – qHTS assay for re-activators of p53 using a Luc reporter | H1299 p53-A138V BP100-luciferase reporter, luminescence, 24 h | Potency, µM (top dose mostly 92.2 µM), inactives show top-dose activity change, positive = activation, actives largely listed as activators | hit rate 0.063% among 320,000 | AID 504706, 2011; note: potency is the fitted concentration of half-maximal effect; % of control where 0% means no effect; nearly all actives have a fitted effect of over 45% in size
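p53-null H1299 cells stably carrying temperature-sensitive p53-A138V and a BP100-luciferase reporter were pinned with compounds (4-point, 1:5 series) and held 24 hrs at 37 deg C. Luminescence was read 10 min after detection reagent.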
ELG1 genotoxic – qHTS screen for small molecules that induce genotoxicity in human embryonic kidney (HEK293T) cells expressing luciferase-tagged ELG1. HEK293T ELG1-luciferase reporter, luminescence, 16 h. Potency, µM (highest dose often 46 µM), for the others: at the top dose activity change, positive = activation, most hits filed as activators. hit rate 1.3% among 330,000. AID 504466, 2011; note: potency is the fitted concentration of half-maximal effect; % of control where 0% means no effect; nearly all actives have a fitted effect of over 60% in size
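Genotoxicity was scored as increased ELG1-luciferase reporter signal, measured by ONE-Glo luminescence (30 min, room temperature). Compound or vehicle exposure of the HEK293T reporter cells lasted 16 hr at 37°C.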
Eya2 inh – qHTS Assay for Inhibitors of the Phosphatase Activity of Eya2; Protein phosphatase EYA2 (Homo sapiens), O00167; recombinant Eya2, OMFP fluorescence dephosphorylation (OMFP is methylfluorescein phosphate); Potency, µM (highest dose often 76.9 µM), for inactives: at the top dose activity, negative = inhibition, usual class: inhibitors; hit rate 0.006% among 330,000; note: potency is the fitted concentration of half-maximal effect; % is set by controls: 0 for no effect and ±100 for the full control effect
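Eya2 (0.2 uM) preincubated 10 min at ambient with compound, then OMFP substrate added at 50 uM; 10 min reaction in 50 mM HEPES pH 7.5, 50 mM NaCl, 5 uM MgCl2, 0.05% BSA, 1 mM DTT. Fluorescence read at Ex 485/Em 525 nm.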
ASM inhibitor – Inhibitors of Secretory Acid Sphingomyelinase (S-ASM): qHTS; hit rate 0.006% among 340,000; Potency, µM (series often up to 57.5 µM), for the others: top-dose activity change, negative = inhibition, hits mostly inhibitors; placental ASM, HMU-PC fluorogenic substrate, 60 min; Sphingomyelin phosphodiesterase (Homo sapiens), P17405; AID 504937, 2011; note: potency is the fitted concentration of half-maximal effect
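Human placenta-derived ASM enzyme was preincubated with compound for 10 minutes at room temperature, then given fluorogenic substrate HMU-PC0 (9 uM final) for 60 minutes at 37 °C; a pH 10 stop preceded fluorescence reading at Ex 386/Em 447 nm.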
USP2a block – qHTS Assay for Inhibitors of Ubiquitin-specific Protease USP2a Using CHOP2 as the Reporter; Ubiquitin carboxyl-terminal hydrolase 2 (Homo sapiens), O75604; hit rate 0.01% among 330,000; Potency, µM (top dose mostly 38.3 µM), without a hit: top-dose activity change, negative = inhibition, usual class: inhibitors; AID 463254, 2010; USP2 core, Ub-CHOP2 coupled fluorogenic reporter, 485/531;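 note: potency is the fitted concentration of half-maximal effect; plate controls were DMSO wells for no effect and full inhibition by NEM control for full effect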
Target sequence (O75604 whole entry, looked up): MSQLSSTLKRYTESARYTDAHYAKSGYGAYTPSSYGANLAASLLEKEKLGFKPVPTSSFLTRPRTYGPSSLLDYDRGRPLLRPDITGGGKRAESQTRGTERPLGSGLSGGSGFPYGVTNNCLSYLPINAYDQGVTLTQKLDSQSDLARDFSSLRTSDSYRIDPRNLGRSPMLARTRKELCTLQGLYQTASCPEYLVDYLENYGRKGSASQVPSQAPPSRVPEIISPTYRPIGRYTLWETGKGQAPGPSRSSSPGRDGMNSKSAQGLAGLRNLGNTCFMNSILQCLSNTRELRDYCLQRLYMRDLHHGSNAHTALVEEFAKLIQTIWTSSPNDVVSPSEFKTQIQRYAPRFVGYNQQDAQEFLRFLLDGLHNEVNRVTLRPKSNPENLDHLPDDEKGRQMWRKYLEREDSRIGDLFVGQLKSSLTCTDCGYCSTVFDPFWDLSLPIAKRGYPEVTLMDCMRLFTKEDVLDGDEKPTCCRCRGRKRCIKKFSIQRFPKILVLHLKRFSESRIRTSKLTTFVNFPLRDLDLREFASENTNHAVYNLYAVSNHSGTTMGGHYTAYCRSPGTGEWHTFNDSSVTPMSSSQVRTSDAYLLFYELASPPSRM
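Cell-free coupled assay: 10nM USP2 core preincubated 30min RT with compound in Tris-HCl pH 8.0/CaCl2/CHAPS buffer, then 25nM Ub-CHOP2 and 25nM reporter substrate; fluorescence (Ex 485/Em 531) read after 60min RT, normalized to NEM inhibition, concentration-response curves fitted.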
Numbers without * were called inactive; ? = inconclusive; / = no result given; [ ] = remark or other dose. Unless noted, calls come from the whole dose curve; as a rule, active = well fitted curve in the direction sought with a large enough effect; inconclusive = small, poorly fitted or top-dose-only effect, or another doubt; inactive = no such curve, though single readings can be large; an effect the other way counts as inactive or inconclusive.

Results follow in this order: ASM inhibitor, B2AR arrestin, a7 integrin act, uPA surface inh, p53 reactivation, TRPV1 agonist, TSG101-PTAP inh, USP2a block, BRCA1 expr act, Eya2 inh, ELG1 genotoxic
> N#Cc1nc(-c2ccco2)oc1N1CCN(C(c2ccccc2)c2ccccc2)CC1
    -3%, 0.0%, -12%, -1%, -2%, -2, 1%, 0%, -2%, -20%, -11%
> CCOC(=O)CSc1nnc(CNC(=O)c2ccc(S(=O)(=O)N3CCCCC3)cc2)n1C
    4%, -1.1%, 11%, /, ?, 1, -4%, 0%, -7%, 7%, -6%
> Fc1ccc(Nc2nc(Oc3ccc4c(c3)OCO4)nc(N3CCOCC3)n2)c(F)c1
    0%, -0.2%, 13%, 7%, -9%, 30, -4%, 0%, -26%, 7%, -3%
> O=C(Nc1ccccc1C(=O)NCCc1ccccc1)c1cnccn1
    -2%, -2.2%, 4%, 7%, 9%, 17, -1%, 2%, 6%, -3%, 19%
> Cc1cc(Br)ccc1NC(=O)CN(C)C(=O)COc1cccc2c1OC(C)(C)C2
    -2%, -0.3%, -3%, -1%, -8%, 1, -2%, 0%, -12%, -16%, -1%
> O=C(C1CCN(S(=O)(=O)c2cccnc2)CC1)N1CCN(C2CCCC2)CC1
    -1%, -0.1%, 6%, 2%, -6%, -4, -1%, 0%, -1%, 6%, 0%
> CCc1ccccc1NC(=O)c1ccc2snnc2c1
    6%, 0.0%, 36%, 3%, 1%, 8, -10%, 1%, 4%, 1%, 0%
> Nc1cccc(C(=O)c2ccccc2C(=O)O)c1
    4%, /, -1%, 3%, /, /, 0%, /, -15%, /, /
> N#Cc1ccccc1S(=O)(=O)N1CCN(C(=O)c2cc(=O)[nH]c3ccccc23)CC1
    5%, 0.3%, 32%, -17%, -6%, 1, -3%, -1%, 2%, -21%, -1%
> Cc1nnc(SCC(=O)Nc2nc(-c3ccc(F)cc3)cs2)[nH]c1=O
    -3%, 0.1%, -1%, -1%, 2%, 1, -2%, 3%, 28%, -10%, 2%
> COCCCn1nnnc1SCC(=O)Nc1nc(C)c(C)s1
    0%, -0.5%, -4%, -1%, 18%, -1, -1%, -1%, 70%, 7%, 9%
> CC(C)CNc1nc2c(c(=O)n(C)c(=O)n2C)n1Cc1cccc(Br)c1
    -12%, -0.4%, 10%, 2%, 10%, 4, -3%, 2%, -19%, 8%, -6%
> Cc1onc(-c2ccccc2)c1C(=O)NC(=S)NNC(=O)c1ccc(O)cc1O
    -24%, -0.7%, -31%, ?, -1%, -5, -8%, 3%, -71%, -8%, -4%
> COC(=O)c1ccc2ccccc2n1
    2%, /, 18%, 10%, /, /, -1%, /, 56%, /, /
> Nc1nn(-c2ccccc2)c(N)c1N=Nc1ccccc1
    -10%, 0.0%, -7%, 5µM*, ?, ?, -2%, 3%, -14%, -4%, 15µM*

Continued:
Results follow in this order: ASM inhibitor, B2AR arrestin, a7 integrin act, uPA surface inh, p53 reactivation, TRPV1 agonist, TSG101-PTAP inh, USP2a block, BRCA1 expr act, Eya2 inh, ELG1 genotoxic
> CC(C)NC(=O)CCCN1C(=O)c2ccccc2Sc2ncccc21
    5%, -0.1%, -29%, -13%, 6%, 2, -3%, 2%, 4%, 0%, 0%
> CC(=O)Nc1cccc(NC(=O)c2cc([N+](=O)[O-])ccc2N2CCCCC2)c1
    -9%, 0.2%, 7%, -16%, -19%, 12, -7%, 2%, -3%, -25%, 0%
> CN(CC(=O)NCC1CCCCC1)CC(=O)Nc1ccc(F)cc1
    7%, -0.4%, 3%, -2%, -3%, 15, -2%, -6%, 11%, -21%, 1%
> CC1(C)CC(=O)C2=C(C1)OC(N)=C(C#N)C2C#Cc1ccccc1 (stereo not drawn)
    1%, -0.3%, -48%[inhibitor], -4%, -86%[inhibitor], 2, -8%, 0%, -36%, 8%, 0%
> c1ccc(-c2cnc(CN3CCN(c4ccccc4)CC3)o2)cc1
    -15%, -1.1%, -8%, -1%, -1%, 4, -3%, 0%, 24%, 13%, -3%
> N#CCSc1nc(-c2ccccc2)c2cc(Cl)ccc2n1
    13%, -0.3%, 9%, -4%, -8%, 4, -2%, 5%, -11%, -4%, 10%
> Cc1cc(N=Cc2c(O)ccc3ccccc23)no1
    1%, -0.1%, -18%, 2%, 8%, -6, /, 1%, -24%, 3%, 1%
> COc1ccc(OC)c(C2NC(=O)NC(C)=C2C(=O)Nc2ccc(C)cc2)c1 (stereo not drawn)
    -2%, 1.0%, 7%, /, -3%, 1, 0%, -1%, -19%, 0%, 9%
> O=C(CN1C(=O)C2CCCCC2C1=O)N1CCN(c2ccc(F)cc2)CC1 (stereo not drawn)
    1%, -0.4%, -1%, 0%, 2%, 0, -1%, 2%, 9%, -8%, -1%
> Cc1ccc(OCC(O)CN2CCN(c3ccccc3)CC2)cc1 (stereo not drawn)
    2%, -0.6%, 16%, 1%, 2%, 0, -2%, 0%, 8%, -9%, -5%
> O=C(NC(=S)NCc1ccccc1Cl)c1cccs1
    -10%, 12%, 0%, -13%, 7%, /, -1%, -1%, -21%, -9%, 0%
> COc1ccc(-n2c(C)nn(CCOc3ccccc3)c2=O)cc1
    1%, -0.1%, -7%, 5%, 19%, 2, 1%, 2%, 10µM*, 8%, ?
> CCOC(=O)CSc1nnc(CNC(=O)c2ccc(S(=O)(=O)N(C)C)cc2)n1C
    -3%, -0.9%, 27%, 9%, 3%, -2, -5%, 1%, 25%, 10%, 0%
> N#C/C(=C\c1ccc(N2CCOCC2)o1)C(=O)NCCc1ccccc1
    -20%, 0.1%, 11%, -3%, -2%, 26, ?, ?, 21%, ?, 0%
> C[C@H](NC(=O)C1CC(=O)N(c2ccc3c(c2)OCCO3)C1)C(=O)N1CCC(C(=O)O)CC1 (stereo partly drawn)
    4%, 0.3%, -7%, -5%, -1%, 0, -1%, 1%, 1%, 8%, 2%
> COc1ccc(-c2nc(CN3CCCC(C(=O)NC4CCCC4)C3)c(C)o2)cc1 (stereo not drawn)
    -1%, 0.6%, -33%, 0%, -2%, 26, -7%, -5%, -1%, -4%, 1%
> COc1cc(C2CC(=O)NC(SCC(=O)Nc3ccccc3C)=C2C#N)ccc1O (stereo not drawn)
    3%, 0.0%, -24%, -1%, 0%, -5, -2%, 0%, -37%, 0%, 0%
> CC1=Nc2ccccc2/C1=C\c1nc(-c2ccccc2)oc1O
    ?, -0.1%, 0%, -1%, -1%, 12, -6%, 4%, -20%, 16%, 1%

Sorted by the number under ASM inhibitor (ascending): some entries from above
molecule	ASM inhibitor	B2AR arrestin	a7 integrin act	uPA surface inh	p53 reactivation	TRPV1 agonist	TSG101-PTAP inh	Eya2 inh
CCOC(=O)CSc1nnc(CNC(=O)c2ccc(S(=O)(=O)N(C)C)cc2)n1C	-3%	-0.9%	27%	9%	3%	-2	-5%	10%
Cc1ccc(OCC(O)CN2CCN(c3ccccc3)CC2)cc1 (stereo not drawn)	2%	-0.6%	16%	1%	2%	0	-2%	-9%
C[C@H](NC(=O)C1CC(=O)N(c2ccc3c(c2)OCCO3)C1)C(=O)N1CCC(C(=O)O)CC1 (stereo partly drawn)	4%	0.3%	-7%	-5%	-1%	0	-1%	8%

An excerpt from above, reduced to a7 integrin act and ASM inhibitor:
canonical_smiles | a7 integrin act | ASM inhibitor
CC(=O)Nc1cccc(NC(=O)c2cc([N+](=O)[O-])ccc2N2CCCCC2)c1 | 7% | -9%
CN(CC(=O)NCC1CCCCC1)CC(=O)Nc1ccc(F)cc1 | 3% | 7%

Compound activity (PubChem)

Compounds as they come; about 2.6% have a hit in one of these screens.
